High-throughput results as filed in PubChem BioAssay.
Lipid storage S3 – qHTS Assay for Lipid Storage Modulators in Drosophila S3 Cells | AID 2685, 2010 | actives 0.64% (n = 320,000) | Drosophila S3 cells, BODIPY lipid droplet fluorescence, 18-24 h; cells fed with added oleic acid | lipid storage change, negative = inhibition, % at the top dose, mostly 46.1 µM; hits show Potency in µM; active = well fitted inhibition curve with a large enough effect in the signal ratio, with a control signal flat, not every such curve was filed as active; inconclusive = small, poorly fitted or top-dose-only effect, or effect the other way, or a change in a side signal; the % refers to the signal ratio
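Drosophila S3 cells loaded with oleic acid (400 uM, as added) and compounds at several concentrations; lipid droplets imaged by 488-nm laser-scanning cytometry, 500–530 nm intensity and object ratio to cell channel. Percent activity normalized to 20 uM Triacsin C.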
Lipid storage S3 cell count max – second read-out of Lipid storage S3, no call of its own (marks repeat the call); cell number change, %; measured here: cell count max response;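 cells counted by Cell Tracker Red CMTPX staining in the red channel; peak over a dose series mostly up to 46.1 µM; percent activity relative to internal control wells on each plate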
* marks the source's active call; other numbers are inactive results; i = inactive; u = inconclusive; x = not tested or not shown. % is scaled to controls: 0 for no effect and ±100 for the full control effect; potency is read from the fitted curve at half-maximal effect. The list is partial. The share of hits here may be higher or lower than overall.

| canonical_smiles | Lipid storage S3 | Lipid storage S3 cell count max |
| --- | --- | --- |
| C[N+]1(C)CC[C@H](OC(=O)[C@@](O)(c2ccccc2)C2CCCC2)C1 | u | x |
| Clc1ccc(C2N3CCCN23)c(Cl)c1 (stereo unspecified) | u | x |
| CC(NCc1ccc(Cl)cc1)C(O)c1ccccc1 (stereo unspecified) | -0.2% | 2.8 |
| COC(=O)c1ccc(-n2c(C)nc3ccccc3c2=O)cc1 | u | x |
| C1=C(c2c[nH]c3ccccc23)CCNC1 | 11.2% | -2.8 |
| O=S(=O)(NC1CN2CCC1CC2)c1ccc(Cl)cc1 (stereo unspecified) | u | x |
| Cc1c(N=Nc2c(O)n(C)c(=O)n(C)c2=O)c(=O)n(-c2ccccc2)n1C | -26.2% | -7.3 |
| CC(C)(C)c1nc(N2CCN(C(=O)c3ccco3)CC2)c2nnn(Cc3ccccc3Cl)c2n1 | u | x |
| CN(C)C1=NC(N(C)C)=NP(N(C)C)(N(C)C)=N1 | -9.6% | -7.4 |
| Nc1ccc(S(=O)(=O)N2CCCCC2c2cccnc2)cc1 (stereo unspecified) | u | x |
| C=CCn1c(O)c(C(CC)=Nc2ccc(NC(C)=O)cc2)c(=O)[nH]c1=O | 7.1% | 5.8 |
| COc1cc(/C=C(/C)[N+](=O)[O-])ccc1OCc1ccccc1Cl | u | x |
| O=C(Oc1cccc([N+](=O)[O-])c1)N1CCCCC1 | u | x |
| O=S(=O)(c1ccccc1)N1CC1c1ccccc1 (stereo unspecified) | u | x |
| Cc1ccc(NC(=O)[C@@H](NC(=O)N2C[C@H]3C[C@@H](C2)c2cccc(=O)n2C3)C(C)C)cc1 | 5.2% | -7.9 |
| O=Cc1cn(Cc2ccccc2[N+](=O)[O-])c2ccccc12 | u | x |
| Cc1ccc(-n2c(O)c(C=NCc3ccccn3)c(=O)[nH]c2=S)cc1 | -0.8% | 0.9 |
| O=C1NC(=O)C(CCc2ccncc2)(Cc2ccc([N+](=O)[O-])cc2)C(=O)N1 | u | x |
| O=C(CCC(=O)N1CC2C[C@@H](C1)Cn1c2cccc1=O)NCCc1ccccc1F | u | x |
| COc1ccc(C(=O)N2CCOCC2)cc1S(=O)(=O)N1CCC(C)CC1 | u | x |

The list continues:
| canonical_smiles | Lipid storage S3 | Lipid storage S3 cell count max |
| --- | --- | --- |
| O=C(Cc1ccccc1)N1CCN(Cc2cccc(Cl)c2)CC1 | u | x |
| Cc1cc(S(=O)(=O)NCC(C)C)ccc1OCC(=O)N1CCN(Cc2ccccc2)CC1 | u | x |
| COc1ccc(CCN(C)Cc2c(F)cccc2F)cc1OC | u | x |
| Cn1cc(NC(=O)CCl)cn1 | u | x |
| CCOc1ccc(-n2c(O)c(C=NCCN3CCNCC3)c(=O)[nH]c2=O)cc1 | u | x |
| Cn1c(=O)oc2cc(S(=O)(=O)NC3CCCc4ccccc43)ccc21 (stereo unspecified) | u | x |
| CCN(C(=O)Oc1ccccc1)c1ccc(C(O)(C(=O)OC)C(F)(F)F)cc1 (stereo unspecified) | -4.4% | -9.2 |
| CCN1C(=O)C(=Cc2ccc(C)s2)C(=O)N(CC)C1=S | u | x |
| COP(=O)(OC)C(NC(=O)c1ccc(C)cc1)C(Cl)(Cl)Cl (stereo unspecified) | 3.0% | -5.7 |
| CN(C)C1=NP(N(C)C)(N(C)C)=NC(c2ccccc2)=N1 | u | x |
| O=c1[nH]c(=O)n(Cc2ccco2)c(O)c1/C=N/N1CCCCC1 | 2.7% | 10.4 |
| COC(=O)C1=C(c2ccc3ccccc3c2)C[C@@H]2CC[C@H]1N2C(=O)NCc1ccc(F)cc1 | u | x |
| CC(=O)N1N=C(c2c(O)n(C)c(=O)n(C)c2=O)CC1c1ccccc1 (stereo unspecified) | -3.6% | 8.1 |
| CCOc1ccc(CN2CCCC(C(=O)c3ccccc3OC)C2)cc1 (stereo unspecified) | u | x |
| O=P(O)(O)C12CC3CC(CC(C3)C1)C2 | u | x |
| OC12ONC(c3ccccn3)C1N1CCC2CC1 (stereo unspecified) | u | x |
| CCOC(=O)c1c(C)n(Cc2ccccc2)c2ccc(OCC(O)Cn3nc(C)cc3C)cc12 (stereo unspecified) | u | x |
| Cc1cc([N+](=O)[O-])c2ccccc2[n+]1[O-] | u | x |
| COc1ccc(-n2c(-c3ccccc3)nc3ccccc3c2=O)cc1 | u | x |
| O=C(Cc1c(Cl)cccc1Cl)N1CCN(Cc2ccccc2)CC1 | u | x |

(continued)
| canonical_smiles | Lipid storage S3 | Lipid storage S3 cell count max |
| --- | --- | --- |
| CCCn1c(C(=O)c2ccccc2)nc2ccccc21 | 1.1% | -24.9 |
| CCN1CCN(C(=O)COc2ccc(S(=O)(=O)Nc3ccc(Cl)cc3)cc2)CC1 | i | x |
| Cc1cc(NC(=O)COC(=O)c2c(C)nn(Cc3ccccc3Cl)c2Cl)no1 | u | x |
| O=C(Cc1cccs1)N1CCC2(CC1)OCCO2 | u | x |
| CCN(CC)C(=O)COc1cc(C)cc2oc(=O)c3c(c12)CCCC3 | -26.9% | x |
| Cc1cc(CN(C)C)c(OC(=O)N(C)C)cc1C | u | x |
| CCSc1nnc([C@@H](N)Cc2ccccc2)o1 | i | x |
| CCC(COC(=O)c1cc(OC)c(OC)c(OC)c1)(c1ccccc1)N(C)C (stereo unspecified) | u | x |
| COc1ccc(C(C)=O)cc1CC(C(=O)c1ccc(F)cc1)N(C)C (stereo unspecified) | 16.2% | 1.4 |
| O=C1NC(=O)[C@]2(Cc3ccccc3N3CCN(c4ccccc4)CC32)C(=O)N1c1ccccc1 (stereo partly specified) | 19.6% | 8.4 |
| N#CSCC(=O)N1c2ccccc2CCc2ccccc21 | 17.5% | -15.9 |
| Cc1ccc(/C=C2\C(=O)NC(=O)N(CC3CCCO3)C2=O)s1 (stereo unspecified) | u | x |
| Clc1ccc(N2CC2c2ccncc2)cc1 (stereo unspecified) | 7.9% | 14.5 |
| O=[N+]([O-])c1ccc2c(c1)C(c1ccccc1)=NCCN2 | -1.9% | 24.0 |
| N#CC(c1ccccc1)N1CCOCC1 (stereo unspecified) | -8.4% | -7.6 |
| O=C(c1ccccc1)c1cn(CC(=O)N2CCCc3ccccc32)c2ccccc12 | -6.8% | 0.5 |
| CCOC(=O)c1c(-n2c(C)cc(C=C3C(=O)NC(=O)NC3=O)c2C)sc2c1CCCC2 | -10.2% | -3.6 |
| CN(C(=O)Cn1c(=O)oc2ccccc21)C1CCCCC1 | u | x |
| Cc1ccc(-n2c(O)c(/C=N/N3CCCCC3c3cccnc3)c(=O)[nH]c2=S)cc1 (stereo unspecified) | u | x |
| C[C@@H]1NCCc2cc(O)c(O)cc21 | u | x |

The list goes on:
| canonical_smiles | Lipid storage S3 | Lipid storage S3 cell count max |
| --- | --- | --- |
| O=C1NC(=O)N(c2ccccc2)C(=O)/C1=C\c1ccc([N+](=O)[O-])s1 | u | x |
| Cc1cc(C)nc(NS(=O)(=O)c2ccc(NC(=O)Cn3c(=O)oc4ccccc43)cc2)n1 | u | x |
| Nc1ccc(C2(c3ccc(N)cc3)CN3CCC2CC3)cc1 | u | x |
| CCN1CC2(COC(=O)c3ccccc3N)CCC(OC)C34C5CC6C(OC)CC(O)(C5C6OC)C(O)(C(OC)C23)C14 (stereo unspecified) | u | x |
| N#Cc1ccc(NC(=O)CN2CCCCCC2)cc1Cl | u | x |
| CN(C)c1ccc(P(=O)(OC2CCCCC2)C(Nc2ccccc2)c2cccnc2)cc1 (stereo unspecified) | u | x |
| O=C1COc2ccc(C(=O)COC(=O)Cc3ccccc3)cc2N1 | u | x |
| COc1ccc2c(c1)/C(=C/c1cnc[nH]1)C(=O)N2 | -0.2% | 3.4 |
| Cc1cc(C=C2C(=O)N(C)C(=O)N(C)C2=O)c(C)n1-c1ccccc1 | 5.9% | 9.7 |
| CCn1c(=N)n(Cc2ccccc2F)c2ccccc21 | u | x |
| Cc1cccc(NC(=O)[C@@H](NC(=O)N2C[C@H]3C[C@@H](C2)c2cccc(=O)n2C3)C(C)C)c1 | u | x |
| COc1ccc(NP(=O)(Nc2ccc(OC)cc2)Oc2ccccc2)cc1 | 8.9% | 1.9 |
| COC(=NC1CCCCC1)C(O)c1c[nH]c2ccccc12 (stereo unspecified) | u | x |
| CN1Cc2cccnc2N(C)Cc2cc(Cl)ccc21 | -0.6% | -5.1 |
| CCCCCCn1c(O)c(C(C)=NC)c(=O)[nH]c1=O | i | x |
| Clc1ccc(CCNCc2ccncc2)c(Cl)c1 | u | x |
| CC1CCCCN1C(=O)Cn1cc(C=C2C(=O)N(C)C(=O)N(C)C2=O)c2ccccc21 (stereo unspecified) | u | x |
| CC1=NN(c2ccccc2)C(=O)/C1=C/c1c(O)[nH]c(=S)[nH]c1=O | u | x |
| CCCn1c(C)c(C(=O)c2cccc3ccccc23)c2ccccc21 | u | x |
| COc1ccc(C(CC(=O)N2CCC3(CC2)OCCO3)NS(=O)(=O)c2ccc(F)cc2)cc1 (stereo unspecified) | 9.4% | 3.7 |

Next section:
| canonical_smiles | Lipid storage S3 | Lipid storage S3 cell count max |
| --- | --- | --- |
| O=C1C(Cl)=CC(=Nc2ccc(O)cc2)C=C1Cl | u | x |
| CNS(=O)(=O)c1ccc(N=Cc2c(O)n(-c3cccc(C)c3)c(=O)[nH]c2=O)cc1 | u | x |
| CC1CCC(C(C)C)C(OC(=O)Cn2c(COc3ccccc3)[n+](C)c3ccccc32)C1 (stereo unspecified) | u | x |
| CN(C(=O)c1ccc(Cl)nc1)C1(c2ccccc2Cl)CCCCC1=O (stereo unspecified) | u | x |
| O=C(c1cc(-c2ccccc2)on1)N1CCC2(CC1)OCCO2 | u | x |
| COc1c(C=C2C(=O)NC(=O)NC2=O)c(CCN(C)C(=O)c2ccccc2)cc2c1OCO2 | u | x |
| O=c1[nH]c(=S)[nH]c(O)c1N=Nc1ccc2c(c1)OCO2 | u | x |
| COc1ccc(OC)c(C(c2c(O)c3ccccc3oc2=O)c2c(C)n(C)n(-c3ccccc3)c2=O)c1 (stereo unspecified) | -2.5% | 24.4 |
| O=c1[nH]c(O)c(C=Nc2cccc(F)c2)c(=O)[nH]1 | i | -24.3 |
| O=C(c1cccs1)N1C2CCC1CC(O)(c1cccnc1)C2 (stereo unspecified) | i | -1.7 |
| COc1cc(-n2c(=S)[nH]c3ccc(C)cc3c2=O)c(Cl)cc1Cl | 11.1% | -2.5 |
| CN(C)Cc1c[nH]c2ccccc12 | 19.3% | x |
| O=C1NC(=O)C(=Cc2cn(CCOc3ccc4c(c3)OCO4)c3ccccc23)C(=O)N1 | u | x |
| CC(c1ccccc1F)n1cc(C(=O)Nc2ccc3nc[nH]c3c2)nn1 (stereo unspecified) | 15.1% | -11.3 |
| CC1CN=C(Nc2ccc(F)cc2)S1 (stereo unspecified) | u | x |
| CCCCCCNC(=O)N[C@H](Cc1ccc(O)cc1)C(=O)NCCC[C@H]1CN2C(=NC[C@H]2CCC)N1CC1CCC1 | 14.2% | 3.0 |
| CC(C)CC12CN3CCN(CC(C3)/C1=N/O)C2 | u | x |
| c1ccc(CC2CCCCN2)cc1 (stereo unspecified) | u | x |
| CC[C@@H](C(N)=O)N1CCCC1=O | 0.3% | 5.3 |
| COC(=O)N(c1ccccc1)P1(=S)OCCO1 | u | x |

(next part)
| canonical_smiles | Lipid storage S3 | Lipid storage S3 cell count max |
| --- | --- | --- |
| CCCCCCC(=O)c1c(O)n(-c2ccc(OC)cc2)c(=O)[nH]c1=O (tested in a mixture with another compound) | -7.3% | 6.3 |
| O=c1c2ccccc2nc(SCC2CCCCO2)n1-c1ccccc1 (stereo unspecified) | u | x |
| CCN1CCN(C(=O)COc2cc(=O)n(CC)c3ccccc23)CC1 | i | x |
| O=C1NC(=O)N(c2ccc3c(c2)OCO3)C(=O)/C1=C/c1ccsc1 | u | x |
| CCC(=NCC1CCCO1)c1c(O)n(Cc2ccccc2)c(=O)[nH]c1=O (stereo unspecified) | i | x |
| Cc1ccsc1C(=O)C1CCCN(Cc2cnn(C(C)C)c2)C1 (stereo unspecified) | 1.2% | -1.2 |
| O=[N+]([O-])c1cccc(CN2CCN(Cc3ccc(Cl)cc3)CC2)c1 | u | x |
| O=C1NC(=O)N(Cc2ccco2)C(=O)/C1=C/c1ccc(-c2cccc([N+](=O)[O-])c2)o1 | u | x |
| CS(=O)(=O)N1CCN(C(=N)N[N+](=O)[O-])CC1 | -14.3% | -3.1 |
| CN1CCCC(C(O)(c2ccccc2)c2ccccc2)C1 (stereo unspecified) | u | x |
| COc1ccc(C2C([N+](=O)[O-])=C(N)Oc3c2c(=O)oc2ccccc32)cc1 (stereo unspecified) | -1.2% | -11.4 |
| CC1=Nc2cc(C(=O)N3CCC4(CC3)OCCO4)ccc2Sc2ccc(Cl)cc21 | i | 6.1 |
| CCCCn1c(=O)c(C(=O)Nc2nc3ccccc3[nH]2)c(O)c2ccccc21 | i | -16.1 |
| COP(=O)(OC)C1(O)C(=O)Nc2ccc(Br)cc21 (stereo unspecified) | u | x |
| O=C(CCn1c(=O)oc2ccccc21)NCc1ccco1 | u | x |
| CCC1(C)CN(S(=O)(=O)OCC(Cl)(Cl)Cl)C(=O)N1 (stereo unspecified) | u | x |
| O=C1NC(=O)C(=Cc2csc3ccccc23)C(=O)N1 | u | x |
| CCOc1ccccc1Oc1coc2cc(OC(=O)N(C)C)ccc2c1=O | i | x |
| CCN1CCN(C(c2cccs2)C(C)NC(=O)Oc2ccccc2)CC1 (stereo unspecified) | 9.6% | -1.1 |
| Cc1nc2cc(F)ccc2n1C1CCN(Cc2nnnn2CCc2ccccc2)CC1 | i | -1.4 |
| O=c1[nH]c(=O)n(-c2ccccc2)c(O)c1/C=C1/C(c2ccccc2)=Nc2ccccc21 | 9.5% | 0.3 |
